Mdm2-MdmX inh: disrupts the human Mdm2-MdmX interaction; actives 3% (n = 330,000); SaOS-2 split-luciferase Mdm2/MdmX complementation, luminescence; O15151+Q00987; inhibition, % at 8 µM;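 active means inhibition of at least 50% at 8 µM in the primary screen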
Gli-Sufu antag: antagonists of Gli-Sufu signaling | Sufu-KO-LIGHT fibroblasts, Gli luciferase reporter luminescence | inhibition, % at 5 µM | actives 0.74% (n = 340,000);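 active means inhibition above about 55%, limit read from the data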;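 further: 0% = DMSO-treated cells and 100% = wells with medium but no cells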
EBI2 block: blocks human EBI2 receptor beta-arrestin signaling | EBI2 beta-arrestin recruitment, luminescence, 7a,25-OHC stimulated | inhibition, % at 5 µM | actives 0.81% (n = 360,000) | AID 651636; in the data active means inhibition above about 38%;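 further: enzyme fragment complementation signal reports receptor beta-arrestin coupling in cells; 0% = agonist plus DMSO wells and 100% = wells without agonist; some results beyond the cut were filed as inactive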
CCR6 antag: antagonists of human CCR6 receptor. P51684. AID 493098. CHO-K1 CCR6 PathHunter beta-arrestin, luminescence, CCL20-stimulated. inhibition, % at 20 µM. actives 0.49% (n = 340,000);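 active means compounds whose inhibition of the agonist-driven luminescence signal at 20 µM reaches about 50%, limit read from the data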;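 further: cells stimulated with CCL20 at 14 nM final; plate controls were DMSO with CCL20 for no effect and DMSO without agonist for full effect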
Target sequence (P51684 whole entry, looked up): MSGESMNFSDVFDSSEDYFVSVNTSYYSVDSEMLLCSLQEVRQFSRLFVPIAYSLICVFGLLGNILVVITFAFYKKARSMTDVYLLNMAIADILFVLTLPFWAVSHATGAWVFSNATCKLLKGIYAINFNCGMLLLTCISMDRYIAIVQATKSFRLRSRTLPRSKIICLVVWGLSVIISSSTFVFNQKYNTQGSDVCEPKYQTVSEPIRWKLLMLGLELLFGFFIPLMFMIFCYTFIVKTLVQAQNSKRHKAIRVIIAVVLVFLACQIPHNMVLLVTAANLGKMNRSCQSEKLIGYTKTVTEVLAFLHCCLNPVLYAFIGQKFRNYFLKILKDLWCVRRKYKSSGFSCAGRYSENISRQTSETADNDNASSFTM
CXCR6 inh: blocks human CXCR6 beta-arrestin recruitment | O00574 | CHO-K1 PathHunter CXCR6 beta-arrestin, luminescence | inhibition, % at 20 µM | actives 0.36% (n = 360,000) | AID 602244; in the data active means inhibition above about 34%, passing the limit was not always enough;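 further: antagonist mode with CXCL16 agonist at 10 nM final; 0% = 10 nM CXCL16 with DMSO and 100% = unstimulated wells without agonist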
Target sequence (O00574 whole entry, looked up): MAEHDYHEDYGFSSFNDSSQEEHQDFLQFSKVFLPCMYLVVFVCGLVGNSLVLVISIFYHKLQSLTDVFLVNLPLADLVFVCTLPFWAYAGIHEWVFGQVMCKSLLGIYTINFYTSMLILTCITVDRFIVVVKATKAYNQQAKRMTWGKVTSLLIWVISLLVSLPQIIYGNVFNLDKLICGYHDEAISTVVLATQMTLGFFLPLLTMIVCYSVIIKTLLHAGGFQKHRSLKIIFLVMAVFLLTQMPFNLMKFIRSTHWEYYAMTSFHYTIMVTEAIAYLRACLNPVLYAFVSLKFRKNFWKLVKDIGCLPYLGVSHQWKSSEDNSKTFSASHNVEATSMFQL
UPR XBP1 act: activators of adaptive arm of unfolded protein response (XBP1); CHO-XBP1 luciferase reporter, IRE1-XBP1 UPR activation, luminescence; percent of tunicamycin response, DMSO as zero; actives 0.33% (n = 330,000); activation, % at 20 µM;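 active means versus positive control, 20 µM dose yields 30% or more activation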;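 further: 100% = tunicamycin at 10 µg/mL and 0% = DMSO only wells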
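Assay system: IRE1-XBP1 luciferase reporter CHO line. Input: 1000 cells/well. Buffer or medium: F12 with 10% serum. Doses: 20 µM, 1% DMSO. Times: overnight seeding at 37 °C, 6 h compound treatment at 37 °C. Technique: Steady-Glo luciferase glow luminescence, 10 min after reagent addition.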
697 NFkB inh: inhibitors of the PMA/ionomycin-induced NF-kB reporter in 697 B cells | 697 B-cell NF-kB luciferase reporter, 16 h | actives 0.33% (n = 330,000) | AID 435022 | inhibition, % at 4 µM; in the data active means inhibition above about 35%
CHOP UPR activ: apoptotic UPR (CHOP) activation; actives 0.34% (n = 330,000); activation, % at 10 µM; CHO-CHOP luciferase reporter, luminescence; percent of tunicamycin response over DMSO baseline;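 active means at 10 µM dose, activation of 40% or more, normalized to positive control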;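 further: 100% = tunicamycin at 10 µg/mL and 0% = DMSO alone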
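measured by = luciferase luminescence | assay system = CHO-CHOP cells, stable luciferase reporter of PERK-eIF2a-CHOP signalling | amount = 500 reporter cells seeded per well | timing = 6 h compound exposure at 37 °C after overnight seeding | controls = positive tunicamycin 10 µg/mL, negative DMSO alone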
Jurkat NFkB inh: lowers PMA/ionomycin-induced NF-kB signal in Jurkat cells | PMA/ionomycin-induced NF-kB luciferase reporter, luminescence | inhibition, % at 4 µM | actives 0.53% (n = 330,000) | AID 435003; in the data active means inhibition above about 50%
The depositor's hits bear a star; . = no result given.

item	SMILES	CXCR6 inh	CCR6 antag	Jurkat NFkB inh	EBI2 block	Gli-Sufu antag	CHOP UPR activ	Mdm2-MdmX inh	697 NFkB inh	UPR XBP1 act
1	CCOC(=O)c1ccc(NC(=O)CCC2COc3ccccc3O2)cc1 (configuration not stated)	-18	6	17	-1	-6	-2.2	-4	9	-3
2	CC(C)(C)OC(=O)C[C@@H]1C/C=C\C[C@@H](CC(=O)N[C@H](CO)Cc2ccccc2)C(=O)N2CCC[C@H]2COC1=O	-5	0	-2	-20	-33	1.1	28	23	1
3	CCC1(C)Cc2ccccc2-c2nc(NCCO)n(-c3ccccc3)c(=O)c21 (configuration not stated)	0	5	-6	6	-3	-1.1	9	11	-3
4	Cc1cccc(OCC(=O)Nc2ccc(S(=O)(=O)Nc3onc(C)c3C)cc2)c1C	5	3	4	10	-14	-2.9	4	17	-4
5	COc1ccccc1CCNC(=O)C(=O)NCC1OCCN1S(=O)(=O)c1ccc([N+](=O)[O-])cc1 (configuration not stated)	-18	-18	-5	-11	28	0.5	43	24	-4
6	Cc1ccccc1OCCC(=O)N1CCN(S(=O)(=O)c2ccc(Br)cc2)CC1	6	10	-4	44*	8	-1.3	14	-1	1
7	Cc1c(CCO)c(=O)n(-c2ccccc2)n1S(=O)(=O)c1ccc(F)cc1	6	11	0	1	-4	-2.3	29	2	0
8	CC(C)(C)C(=O)NCCc1nc2ccccc2n1CC(=O)c1ccc(Cl)cc1	-7	-5	5	2	1	-0.5	17	6	-1
9	Cn1c(Cn2c(=O)sc3ccccc32)nnc1SCc1ccccc1F	-10	-2	9	-1	19	-1.7	20	24	-3
10	O=C(NCc1ccccc1)NC1CC2CCC(C1)N2Cc1ccco1 (configuration not stated)	6	-5	-14	3	-2	-0.5	-8	0	1
11	COc1ccccc1CN1CC(C(=O)NCc2ccc(SC)cc2)CCC1=O (configuration not stated)	2	2	4	-6	-4	2.1	8	4	-2
12	CCCCCCOc1ccc(/C=c2\s/c(=C(/C#N)C(=O)NCc3ccco3)n(-c3ccccc3)c2=O)cc1	10	0	9	4	0	6.1	-9	-8	45*
13	CSc1nsc(SCC(=O)Nc2ccc(NC(C)=O)cc2)n1	0	1	-22	-3	-18	2.7	3	4	-5
14	Cn1c(SCC(=O)Nc2ccc(C(N)=O)cc2)nc2c(c1=O)SCC2	0	7	0	-2	-4	0.8	15	4	-1
15	NC(=O)NC(=O)CSc1ccccc1	-4	-5	-9	-8	6	1.0	-12	6	-1
16	CCc1c(C)sc(NC(=S)N2CCN(C(=O)C3CCCO3)CC2)c1C(=O)OC (configuration not stated)	1	10	12	-8	1	1.9	8	18	0
17	O=C(O)C1=C[C@@H](C2CCCCC2)C[C@@H](OCc2ccc(CO)cc2)O1	6	-13	-1	-6	-5	-1.2	-13	16	-3
18	O=C(Cc1cccs1)NCc1cc(Cl)cc(Cl)c1	-3	14	-22	-1	-10	3.9	-18	-27	0
19	CC1(CCCN2C(=O)c3ccccc3C2=O)OCCO1	-3	0	-3	-9	-8	3.2	9	-33	0
20	COc1ccc(NC(=O)CN(C)C(=O)c2cnc(Cl)c(Cl)c2)cc1	3	-8	-9	-9	-18	0.7	-4	8	-1
21	COc1ccccc1CNC(=O)CN(C)S(=O)(=O)c1ccc(F)cc1	-1	10	5	-10	-11	-0.8	14	-2	-4
22	Cc1ccc(NC(=O)Cn2nc(C)c([N+](=O)[O-])c2C)cc1C	2	12	6	-3	11	-0.3	-4	6	-1
23	O=C(O)c1cccc(S(=O)(=O)Nc2ccccc2N2CCOCC2)c1	2	-1	-2	-5	12	-0.8	26	6	-1
24	O=C(CNC(=O)[C@@H]1Cc2ccccc2CN1)NCc1ccco1	-4	-1	5	-13	1	0.3	23	7	-3

One compound at a time (already shown). Order of values: CXCR6 inh	CCR6 antag	Jurkat NFkB inh	EBI2 block	Gli-Sufu antag	CHOP UPR activ	Mdm2-MdmX inh	697 NFkB inh	UPR XBP1 act
Shown for `O=C(CNC(=O)[C@@H]1Cc2ccccc2CN1)NCc1ccco1` = -4	-1	5	-13	1	0.3	23	7	-3
Shown for `CC1(CCCN2C(=O)c3ccccc3C2=O)OCCO1` = -3	0	-3	-9	-8	3.2	9	-33	0
Shown for `CC(C)(C)OC(=O)C[C@@H]1C/C=C\C[C@@H](CC(=O)N[C@H](CO)Cc2ccccc2)C(=O)N2CCC[C@H]2COC1=O` = -5	0	-2	-20	-33	1.1	28	23	1

Next entries follow.
item	SMILES	CXCR6 inh	CCR6 antag	Jurkat NFkB inh	EBI2 block	Gli-Sufu antag	CHOP UPR activ	Mdm2-MdmX inh	697 NFkB inh	UPR XBP1 act
25	COC(=O)c1sccc1Oc1ccc(Cl)cc1N1C(=O)CCC1=O	-1	9	2	-5	1	0.2	1	1	-2
26	COc1ccc(OC)c(NC(=O)c2ccc3c(c2)C(=O)N(CC2CCCO2)C3=O)c1 (configuration not stated)	3	-7	4	5	-7	0.3	-9	4	9
27	CC(=O)Nc1cccc(C(=O)Nc2ccc(S(=O)(=O)NC3=NCCCCC3)cc2)c1	-9	-1	-4	3	-4	0.7	2	17	3
28	O=C(NCCCN1CCCC1=O)c1cc(S(=O)(=O)N2CCN(c3ccccc3)CC2)ccc1Cl	0	8	.	-6	1	.	.	.	.
29	C[C@H](NC(=O)c1ccccc1Cl)C(=O)OCC(=O)NNC(=O)c1cccs1	2	3	11	-3	-11	0.7	20	-5	-1
30	CCc1ccc(NC(=O)C(C)OC(=O)Cc2cc(OC)c(OC)c(OC)c2)cc1 (configuration not stated)	-12	-2	-5	-10	-11	-1.1	-2	-9	-3
31	CCCN(CCC)C(=O)c1ccc2c(c1)S(=O)(=O)c1ccccc1C2=O	2	4	4	4	5	-1.2	-6	7	-1
32	CC(C)COC(=O)N1C[C@H](O)C[C@H]1C(=O)Nc1ccc(Cl)cc1	-2	2	-20	1	20	-0.1	6	13	-4
33	COc1ccc(C2=Nc3ccc(C)cc3C(c3ccccc3)N2CC(=O)NN)cc1 (configuration not stated)	6	-21	-4	4	1	1.7	-25	2	-1
34	Cc1cc2ccccn2c1C(=O)c1nc(NCc2ccco2)ncc1Cl	13	21	-1	10	-11	-2.1	36	8	-1
35	Cc1ccccc1COc1ccc(/C(O)=C2/C(=O)C(=O)N(CCCn3ccnc3)C2c2ccco2)cc1 (configuration not stated)	-5	-11	-22	3	-7	-0.2	7	-5	3
36	CCOC(=O)N1CCN(C(=O)C(=O)Nc2sc3c(c2C(=O)O)CC(C)(C)OC3)CC1	-3	10	12	11	-23	-1.1	8	2	-4

3 compounds from above, arranged by count of non-hydrogen atoms, low to high:
item	SMILES	CXCR6 inh	CCR6 antag	Jurkat NFkB inh	EBI2 block	Gli-Sufu antag	CHOP UPR activ	Mdm2-MdmX inh	697 NFkB inh	UPR XBP1 act
25	COC(=O)c1sccc1Oc1ccc(Cl)cc1N1C(=O)CCC1=O	-1	9	2	-5	1	0.2	1	1	-2
34	Cc1cc2ccccn2c1C(=O)c1nc(NCc2ccco2)ncc1Cl	13	21	-1	10	-11	-2.1	36	8	-1
36	CCOC(=O)N1CCN(C(=O)C(=O)Nc2sc3c(c2C(=O)O)CC(C)(C)OC3)CC1	-3	10	12	11	-23	-1.1	8	2	-4

Following part
item	SMILES	CXCR6 inh	CCR6 antag	Jurkat NFkB inh	EBI2 block	Gli-Sufu antag	CHOP UPR activ	Mdm2-MdmX inh	697 NFkB inh	UPR XBP1 act
37	O=[N+]([O-])c1ccc(N2CCN(c3ccc(F)cc3)CC2)nc1	6	7	46	13	13	1.2	-7	6	2
38	COCCNC(=O)c1ccc(CS(=O)(=O)c2ccc(Cl)cc2)o1	1	-8	-18	-7	0	0.4	10	-12	-1
39	CCN(CC)S(=O)(=O)c1ccc(N2CCCC2)c(NS(=O)(=O)c2cccs2)c1	6	16	1	0	-5	-0.7	26	21	2
40	O=C(CN1CCN(c2ccc(Cl)cc2)CC1)c1ccccc1	16	12	-9	3	3	2.3	5	-8	-1
41	Cc1ccc(S(=O)(=O)NCCCN2CCOCC2)c(C)c1	-4	-17	2	-7	-4	0.4	-12	17	-6
42	CCOC(=O)c1[nH]c(C(=O)O)c(OC(=O)CC)c1C	1	5	9	-20	19	0.6	-10	7	-3
43	Cc1ccc(/C=N/Nc2ccc(Cl)nn2)cc1	-8	-7	-80	-12	-44	4.3	-22	-62	2
44	Cc1cccc(OCC(=O)Nc2nonc2NC(=O)COc2cccc(C)c2)c1	-5	-7	-5	-18	-10	0.6	19	-22	3
45	Cc1cc(C)c(S(=O)(=O)c2ccccc2C)c(OCCN(C)C)n1	4	12	-18	9	12	0.0	-14	-10	-3
46	COc1ccc2ccc3c(c2c1)N=CC1(O3)N(C)c2ccccc2C1(C)C (configuration not stated)	-6	15	12	19	11	0.7	32	-17	-2
47	CNc1c([N+](=O)[O-])cnn1-c1ccc(Cl)cc1Cl	1	-1	6	-7	-1	1.1	22	-12	0
48	CCOC(=O)c1cc(S(=O)(=O)Nc2cccc(OC)c2)cn1C	-2	16	13	6	26	-0.6	3	-13	-7

High-throughput results (PubChem)
